HTRA1 inhibitor: blocks human HTRA1 serine peptidase; recombinant HTRA1, FP-rhodamine activity-based probe, fluorescence polarization; inhibition, % at 5.96 µM; 340,000 tested, 0.5% active; in the data active means inhibition above about 36%;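 further: 0% = enzyme with DMSO and 100% = wells lacking enzyme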
Target sequence (Q92743 whole entry, looked up): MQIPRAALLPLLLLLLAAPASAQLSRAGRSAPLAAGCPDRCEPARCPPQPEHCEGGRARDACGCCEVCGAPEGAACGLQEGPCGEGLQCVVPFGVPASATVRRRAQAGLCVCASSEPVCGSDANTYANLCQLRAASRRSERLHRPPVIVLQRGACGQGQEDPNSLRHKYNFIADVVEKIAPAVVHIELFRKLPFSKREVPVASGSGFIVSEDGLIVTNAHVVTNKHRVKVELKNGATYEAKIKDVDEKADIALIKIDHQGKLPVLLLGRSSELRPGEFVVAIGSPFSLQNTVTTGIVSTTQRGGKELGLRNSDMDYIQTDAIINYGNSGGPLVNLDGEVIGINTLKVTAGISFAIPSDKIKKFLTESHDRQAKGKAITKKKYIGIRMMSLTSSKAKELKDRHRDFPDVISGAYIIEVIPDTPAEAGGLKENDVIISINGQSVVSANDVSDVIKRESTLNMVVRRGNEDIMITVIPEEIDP
ARFGAP1 inhibitor: rat ARFGAP1 inhibition; Arfgap1-stimulated ARF1 GTP hydrolysis, GDP FP detection; inhibition, % at 16.5 µM; 360,000 tested, 0.26% active; AID 651572;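 active means inhibition above a per-plate limit, mean inhibition of low control wells plus 3 SD, cut at about 25% in these data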;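 further: 0% = DMSO wells with enzyme and 100% = wells lacking Arfgap1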
Target sequence (Q62848 1-136 limits assumed): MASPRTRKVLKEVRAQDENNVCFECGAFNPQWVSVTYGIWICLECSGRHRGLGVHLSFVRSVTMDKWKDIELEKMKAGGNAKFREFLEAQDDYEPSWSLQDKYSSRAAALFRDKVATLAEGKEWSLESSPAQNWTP
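Material: truncated rat Arfgap1 GAP domain; Incubation: compound-enzyme preincubation 20 min, reaction 120 min, detection 60 min, 25 °C; Read-out: percent inhibition of Arfgap1-stimulated GTP hydrolysis; Technique: FP, GDP Alexa 633 tracer displaced from anti-GDP antibody, 620/688 nm; Controls: No-Arfgap1 wells (100%) versus DMSO full-reaction wells (0%); Replication: single well per compound.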
NPR1 activator: GC-A (human) enzyme activation; AID 1671463; HEK293 GC-A cells, cGMP TR-FRET, EC30 ANP; 0% at EC30 ANP, 100% saturating ANP; activation, % at 10 µM; 370,000 tested, 0.14% active; in the data active means activation above about 40%
PG9 binder: small molecules binding HIV-1 gp120 antibody PG9. TR-FRET gp120-PG9 antibody binding. inhibition, % at 6.7 µM. 360,000 tested, 0.43% active; in the data active means inhibition above about 8.5%
rCAG binder: r(CAG) repeat RNA binding; TO-PRO-1 dye displacement fluorescence; inhibition, % at 3 µM; 370,000 tested, 1.3% active; AID 651821;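 active means inhibition above the plate cutoff, the mean of all test compounds on that plate plus 3 SD, cut at about 35% in these data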;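 further: 0% = DMSO alone and 100% = 100 µM mitoxantrone as full dye displacement; higher means more dye released from RNA so lower well fluorescence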
SMARCA2 act: SMARCA2 function activation, primary screen; MG213 cells, MMTV-luciferase reporter, dexamethasone, overnight; AID 652017; 370,000 tested, 1% active; activation, % at 9.1 µM; in the data active means activation above about 7.8%;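 further: 0% = vehicle wells and 100% = reference activator wells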
ABHD4 inh: ABHD4 (mouse) inhibition, primary FP screen; Q8VD66; purified mABHD4, FP-Rh probe fluorescence polarization; inhibition, % at 8.92 µM; 370,000 tested, 0.54% active;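 active means inhibition exceeding the mean over every tested compound plus 3 SD, cut at about 30% in these data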;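 further: 0% = plate median of compound wells and 100% = S159A mutant with DMSO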
Target sequence (Q8VD66 whole entry, looked up): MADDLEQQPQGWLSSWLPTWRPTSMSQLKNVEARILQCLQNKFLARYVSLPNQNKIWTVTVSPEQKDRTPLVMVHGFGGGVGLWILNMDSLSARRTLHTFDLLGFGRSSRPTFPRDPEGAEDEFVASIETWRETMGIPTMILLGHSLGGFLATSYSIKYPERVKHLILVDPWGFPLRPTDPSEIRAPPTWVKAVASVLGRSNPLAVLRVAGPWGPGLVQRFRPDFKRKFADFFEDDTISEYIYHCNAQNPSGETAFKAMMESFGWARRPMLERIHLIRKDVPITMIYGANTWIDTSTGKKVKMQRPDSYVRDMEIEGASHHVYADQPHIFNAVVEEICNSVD
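Assay system: mABHD4 protein; medium: HEPES pH 7.0, NaCl, Pluronic buffer; dosing: 8.92 µM, single dose; schedule: 45 min + 60 min at 25 °C; signal: FP readout, ex 525 nm / em 598 nm; read-out: normalized percent inhibition of probe labeling; repeats: single replicate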
ASAP1 GAP inh: ASAP1 ArfGAP inhibition; 360,000 tested, 0.19% active; AID 624377; inhibition, % at 16.5 µM; ASAP1-stimulated ARF1 GTP hydrolysis, GDP FP detection; Q9ULH1; in the data active means inhibition above about 25%;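 further: 0% = vehicle with enzyme and substrate and 100% = no enzyme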
NR1D1 modulator: Rev-erb alpha (human) modulation. P20393. Rev-erbα–FITC-DNA binding, fluorescence polarization, 90 min. activity, % at 10 µM. 370,000 tested, 0.79% active. AID 1259318;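 active means activity above about 14%, limit read from the data; passing the limit was not always enough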;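 further: 0% = DMSO wells with 35 nM protein and 100% = DMSO wells with 750 nM protein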
NPR2 activator: GC-B (human) receptor activation; 370,000 tested, 0.11% active; activation, % at 10 µM; HEK293-GC-B cells, CNP EC30, cGMP TR-FRET; 0% at EC30 CNP, 100% saturating CNP;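 active means activation at 10 µM reaching about 35% in either raw or pattern-adjusted values, limit read from the data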
An asterisk follows results filed as active; · = not tested or not shown.

SMILES	HTRA1 inhibitor	ARFGAP1 inhibitor	NPR1 activator	PG9 binder	rCAG binder	SMARCA2 act	ABHD4 inh	ASAP1 GAP inh	NR1D1 modulator	NPR2 activator
COCCn1c(SCC(=O)c2cc(C)n(C)c2C)nc2ccccc2c1=O	4.4	6.1	0.0	-1.1	-4.9	6.3	-3.0	-1.1	0.5	4.6
COCOCCn1cc(CN2CCS(=O)(=O)N(Cc3ccc(-c4ccc(C)cc4)cc3)C(C(C)C)C2=O)nn1 (stereo unspecified)	-7.2	7.3	-0.7	0.5	4.3	-1.8	-10.9	-1.3	2.8	-4.9
CCCCn1c(SCC(=O)NC2CCS(=O)(=O)C2)nnc1-c1ccc(OC)cc1 (stereo unspecified)	2.9	-1.7	-1.5	-1.9	-3.4	-0.6	0.4	-4.9	-1.5	-2.8
O=C1CC(c2cc([N+](=O)[O-])ccc2Cl)c2c(ccc3ccccc23)N1 (stereo unspecified)	-3.7	-6.4	12.5	-0.8	1.7	2.8	-11.2	-4.2	6.0	-6.8
CC(=O)CSc1nc2c(c(=O)[nH]c(=O)n2C)n1Cc1cccc(Br)c1	1.9	0.5	-9.0	-2.1	-5.7	1.6	-14.8	-2.1	7.2	-7.5
CCCCC[C@H](C)N1C[C@@H](COCc2ccccc2)Oc2cc(N3CCC[C@@H]3CO)ccc2S1(=O)=O	·	7.1	1.3	-0.9	3.3	-1.3	-0.7	-1.8	-5.1	0.1
CC(C)C(=O)N1CCC(c2nc(-c3ccc(S(=O)(=O)N4CCN(C)CC4)cc3)no2)CC1	1.6	-0.9	-4.2	-1.7	-11.4	-1.7	0.1	-11.1	-0.3	5.0
COCCNC(=O)C1CCCN(C(=O)c2ccc(F)c(C)c2)CC1 (stereo unspecified)	·	1.6	-0.4	0.8	0.1	-1.7	3.5	-22.1	0.5	5.3
Cc1cc(NC(=O)COc2ccc(C)c(C)c2)no1	1.2	5.1	0.2	-1.4	-0.3	3.2	-1.2	10.6	-5.3	6.0
CCS(=O)(=O)N1Cc2ccccc2CC1C(=O)Nc1ccc(OC)cc1 (stereo unspecified)	-0.7	7.4	0.8	0.4	-0.9	-1.2	3.5	-6.4	0.0	5.9
C=C(C)c1cccc(C(C)(C)NC(=O)NCCN(CC)CC)c1	-1.0	6.9	-2.7	0.3	-2.9	-1.0	2.1	-8.1	0.9	-0.9
O=C(Cc1ccc(NC(=O)C2CCCN(C(=O)C3CCCCC3)C2)cc1)Nc1cccc(C(=O)N2CCCC2)c1 (stereo unspecified)	-1.1	7.7	0.5	0.3	2.1	-2.2	2.3	-9.3	3.3	-0.9
Nn1c(Cc2ccc(F)cc2)n[nH]c1=S	-4.9	7.0	5.3	-0.1	-0.1	-0.1	-1.0	12.4	1.5	0.9
COc1cc(Cl)c(CC(=O)c2c[nH]c3ccccc23)cc1OC	-13.6	3.2	-1.4	1.2	2.0	-1.7	4.4	2.7	-1.2	1.4
CN(C)C(CNC(=O)C1CCN(S(=O)(=O)c2ccccc2)CC1)c1ccccc1 (stereo unspecified)	-6.0	5.4	3.4	-0.7	-4.0	4.6	3.7	7.6	4.5	3.8
CN(CC(=O)Nc1cc(S(=O)(=O)N2CCCC2)ccc1Cl)Cc1cccs1	-15.3	1.0	0.0	-1.6	-4.8	-4.7	-3.1	12.6	-3.8	5.0
COc1cccc(CN2CCNC(=O)C2CC(=O)N(C)Cc2nc(C)cs2)c1OC (stereo unspecified)	0.5	-0.3	1.0	1.6	-1.5	-3.2	-6.7	-8.3	-1.9	5.2
Cc1ccc(S(=O)(=O)Nc2cc3c4c(c2)CC(=O)N4CCC3)cc1	-4.6	-4.9	-1.5	-1.0	4.0	-1.1	8.6	-10.2	-1.4	0.6
Cc1ccc(-n2c(C)cc(C(=O)CSc3nnnn3C)c2C)cc1	0.9	4.2	0.4	-2.3	-3.2	2.7	-13.5	-13.6	0.1	0.1
Cc1nnc2c3ccccc3c(-c3ccc(O)cc3)nn12	3.7	1.3	10.4	-0.3	0.1	-0.4	-6.7	-18.2	2.0	-5.7

Whole records, quoted from the list. Values in the order: HTRA1 inhibitor, ARFGAP1 inhibitor, NPR1 activator, PG9 binder, rCAG binder, SMARCA2 act, ABHD4 inh, ASAP1 GAP inh, NR1D1 modulator, NPR2 activator
Cc1nnc2c3ccccc3c(-c3ccc(O)cc3)nn12 as listed: 3.7, 1.3, 10.4, -0.3, 0.1, -0.4, -6.7, -18.2, 2.0, -5.7
CN(C)C(CNC(=O)C1CCN(S(=O)(=O)c2ccccc2)CC1)c1ccccc1 (stereo unspecified) as listed: -6.0, 5.4, 3.4, -0.7, -4.0, 4.6, 3.7, 7.6, 4.5, 3.8
C=C(C)c1cccc(C(C)(C)NC(=O)NCCN(CC)CC)c1 as listed: -1.0, 6.9, -2.7, 0.3, -2.9, -1.0, 2.1, -8.1, 0.9, -0.9
CN(CC(=O)Nc1cc(S(=O)(=O)N2CCCC2)ccc1Cl)Cc1cccs1 as listed: -15.3, 1.0, 0.0, -1.6, -4.8, -4.7, -3.1, 12.6, -3.8, 5.0

More results.
SMILES	HTRA1 inhibitor	ARFGAP1 inhibitor	NPR1 activator	PG9 binder	rCAG binder	SMARCA2 act	ABHD4 inh	ASAP1 GAP inh	NR1D1 modulator	NPR2 activator
Cc1cccc(C2=N/C(=C\c3cccs3)C(=O)O2)c1	-12.6	-2.8	-7.1	1.2	2.6	-2.2	3.1	1.6	2.2	-7.6
O=C(NNC(=O)c1csc(-c2ccccc2)n1)c1ccccc1	·	6.5	0.3	0.5	2.6	-0.2	2.0	-12.2	3.4	-0.5
Nn1cnnc1SCC(=O)N(C1CCCCC1)C1CCCCC1	9.4	3.5	2.1	0.4	-3.5	-5.1	-8.8	0.8	2.3	-6.0
Cc1c(O)ccc(C(=O)CN2CCN(c3ccc(F)cc3)CC2)c1O	0.3	5.0	1.1	-0.8	0.3	-2.4	3.9	-10.2	0.2	-3.0
COc1cccc(C2c3c(oc4ccccc4c3=O)C(=O)N2Cc2ccco2)c1 (stereo unspecified)	3.3	8.3	-3.5	1.6	0.5	-0.9	9.2	14.0	14.8	-3.2
CN(CC(=O)N1CCN(Cc2ccccc2)CC1)S(=O)(=O)c1ccc(F)cc1	1.6	2.2	-1.6	-0.6	-1.1	-3.2	-9.6	-11.6	2.8	0.3
CCOC(=O)Nc1nc(-c2ccccc2)c(C(=O)c2ccccc2)s1	-18.8	4.6	2.9	1.9	10.9	-3.6	9.6	0.9	2.4	1.8
Cc1cccc(C(=O)OCC(=O)Nc2c(C)n(C)n(-c3ccccc3)c2=O)c1O	2.0	9.3	-0.8	-3.3	-4.0	-0.9	3.0	-10.1	-2.5	0.9
CCn1c(C)nc2cc(S(=O)(=O)Nc3ccc(C)cc3)ccc21	-12.3	-7.6	-2.6	2.4	-1.0	-5.5	-2.0	12.2	0.0	0.4
CCCCNC(=O)CSc1nnc(-c2cccc(S(=O)(=O)N3CCOCC3)c2)o1	5.2	4.5	-0.6	-1.8	-1.6	0.9	1.2	3.3	-0.2	1.6
C[C@@H](C(=O)NCc1ccc(S(C)(=O)=O)cc1)[C@H]1C[C@]1(C)[C@H](NC(=O)OCc1ccccc1)c1ccccc1	·	-4.7	0.5	-2.0	-3.9	-0.7	-8.6	3.0	-5.6	-0.9
CC(C)CN(C(=O)C1CCCC1)C1CCS(=O)(=O)C1 (stereo unspecified)	-10.8	-0.8	3.0	2.4	-3.8	-1.8	-2.6	-10.8	-2.6	3.0
O=C(NC1CCOCC1)C1CCC(=O)N(Cc2cccc(C(F)(F)F)c2)C1 (stereo unspecified)	-2.4	1.7	1.5	-0.9	0.3	-3.6	3.4	0.9	-1.8	8.0
CCOc1ccc(C(F)(F)F)cc1NC(C)=O	1.6	1.4	0.6	-0.9	-2.3	3.9	0.4	7.2	-1.8	0.6
CC1(C)COC(c2ccccc2Cl)OC1	-5.8	3.9	3.2	-0.9	-1.6	-5.0	0.1	-18.1	-10.6	-1.2
CSc1nc2ccc(NS(=O)(=O)c3ccc(CNC(C)=O)cc3)cc2s1	1.2	2.7	-2.7	0.6	3.9	-0.3	0.2	2.7	-0.3	0.7
Cc1cc2oc(=O)cc(C)c2c(=O)o1	4.1	-7.0	-3.6	1.8	-1.9	-0.4	3.9	5.0	0.2	0.5
O=C(Nc1ccc(Cl)cn1)c1cccc(OCc2ccccc2)c1	-32.9	-6.5	7.8	-1.3	-3.2	4.4	-10.9	-1.3	-4.1	-1.0
N#Cc1ccc(OCC(=O)NCCCn2ccnc2)cc1	-0.8	2.9	0.8	1.5	1.7	-2.5	-5.3	-1.4	-1.6	2.5
Cc1ccccc1OCc1n[nH]c(=S)n1-c1ccccc1	1.5	-4.7	·	0.9	3.8	-3.0	2.8	-0.2	·	·
CC1CCCN(C(=O)C2CCN(CC3CC=CCC3)CC2)C1 (stereo unspecified)	-2.2	4.0	4.0	1.7	-2.5	0.7	5.9	11.8	-0.9	4.6
COc1cccc(N2CCC(N3CCN(C)C(CCO)C3)CC2)c1 (stereo unspecified)	2.8	-13.1	1.1	-1.9	-2.6	1.0	3.9	-2.9	-1.3	2.5
COC(=O)c1ccc(NC(=O)CN2C(=O)CC(C)S(=O)(=O)c3ccccc32)cc1 (stereo unspecified)	-4.1	-2.4	-2.6	0.6	0.2	5.5	-1.6	15.6	-1.5	0.8
CS(=O)(=O)c1ccc(C(=O)Nc2ccc(N3CCCC3)cc2)c(Cl)c1	3.2	10.4	0.8	-3.5	-1.6	-0.6	-1.3	-4.0	-2.9	3.0
CCOc1ccccc1OCC(=O)OCC(=O)NNC(=O)c1ccc([N+](=O)[O-])cc1	0.8	-2.1	-0.4	-1.6	4.6	-2.6	1.8	4.3	-2.2	-0.5
Cc1ccc(NC(=O)CSc2nc3c(c(=O)n(C)c(=O)n3C)n2C)cc1	1.9	4.5	0.7	-1.2	-0.7	-0.7	1.4	-3.4	-5.3	2.2
O=C(C[n+]1ccccc1)N/N=C/c1ccc(Cl)c(Cl)c1	5.7	-4.8	2.0	-1.0	1.6	-1.6	-3.4	-5.0	-0.8	2.3
CCOC(=O)[C@]12CCCCC/C=C\1N(CCc1ccc(Cl)cc1)C(=O)[C@H]2CC(=O)N1CCC(c2ccccc2)CC1	·	·	-0.2	·	8.8	-2.3	-5.0	·	3.2	-5.8
O=C(Cc1ccc(F)cc1)Nc1nc(-c2ccc(F)c(F)c2)cs1	-39.5	3.5	21.7	-0.9	2.2	-2.6	-25.9	12.3	2.6	8.2
O=C(NCc1cccs1)C1CCCCC1	4.2	12.8	0.4	1.7	-2.1	0.0	-2.2	2.1	-3.2	3.3
N#Cc1ccc(-c2nc3cc(C#N)c(C#N)cc3nc2-c2ccccc2)cc1C#N	·	7.8	-1.3	0.4	1.0	-2.5	8.5	7.1	-3.5	-3.0
COC(=O)C1CN(S(=O)(=O)c2cc(OC)ccc2OC)CCS1 (stereo unspecified)	-1.1	1.6	-0.5	-0.6	-4.5	0.4	5.2	7.3	-5.3	1.8
Cc1ccc(S(=O)(=O)CCC(=O)OCC(=O)N2c3ccccc3CC2C)cc1 (stereo unspecified)	-1.6	-5.1	-0.3	0.1	-2.7	-3.2	4.4	-0.2	3.0	-7.0
COCCCNC(=S)N1CCN(C(=O)C(=O)Nc2ccc(C(=O)OC)cc2)CC1	-1.3	-0.8	2.0	-1.5	-1.6	-3.9	-0.4	-4.3	3.6	2.0
N#C/C(=C\Nc1ccc2cn[nH]c2c1)c1nc(-c2ccccc2)cs1	-14.7	-3.6	3.5	1.7	10.9	-1.8	-1.2	2.3	-4.4	2.6

An unsorted share of the library, and some 4.4% of all compounds hit somewhere here.
